Screens as filed in PubChem.
CYP2C9 inh: blockers of cytochrome P450 2C9 activity – biochemical, luminescence, ADME assay, primary screen; P11712; CYP2C9 Supersomes, luciferin-H conversion; inhibition, % at 5 µM; hit rate 20% among 96,000;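 active = blocking of liver enzyme CYP2C9 beyond about 50% at 5 µM, limit read from the data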; note: values of inactives mirror those of a sister screen read the other way
Target sequence (P11712 whole entry, looked up): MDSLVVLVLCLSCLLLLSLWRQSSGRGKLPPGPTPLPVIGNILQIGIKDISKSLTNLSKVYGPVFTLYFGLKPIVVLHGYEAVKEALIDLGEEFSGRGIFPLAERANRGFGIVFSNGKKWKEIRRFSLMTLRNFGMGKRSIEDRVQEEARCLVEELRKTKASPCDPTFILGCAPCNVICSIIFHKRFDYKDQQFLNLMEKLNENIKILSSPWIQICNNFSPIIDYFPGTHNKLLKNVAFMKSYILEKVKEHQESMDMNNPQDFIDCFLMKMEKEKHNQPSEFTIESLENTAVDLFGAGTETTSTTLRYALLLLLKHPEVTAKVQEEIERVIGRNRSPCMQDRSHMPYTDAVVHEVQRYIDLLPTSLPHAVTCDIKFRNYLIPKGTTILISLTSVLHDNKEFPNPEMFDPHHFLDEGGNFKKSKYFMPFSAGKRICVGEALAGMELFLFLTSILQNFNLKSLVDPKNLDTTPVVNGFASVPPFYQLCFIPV
PTPN22 inh 2: PTPN22 phosphatase inhibitors, primary screen, biochemical, DiFMUP fluorescence, 2 µM | Tyrosine-protein phosphatase non-receptor type 22 (Homo sapiens), Q9Y2R2 | recombinant LYP catalytic domain | inhibition, % at 2 µM | hit rate 0.21% among 96,000 | AID 640, 2007;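 active = inhibition at 2 µM at or above a set limit, the screen mean plus 3 SD, cut at about 24% in these data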;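 note: 0% = DMSO with enzyme and 100% = enzyme fully blocked by orthovanadate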
Calb biofilm kill: clotrimazole potentiators killing Candida biofilms, primary screen, with clotrimazole, Alamar Blue. hit rate 0.14% among 85,000. C. albicans biofilm + clotrimazole. AID 834, 2007. inhibition, % at 6 µM;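 active = inhibition above 20%; inactive = inhibition below 20%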;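 note: preformed 24 hr biofilms exposed to compound for 48 hr; 0% = biofilm without compound and 100% = blank killed by clotrimazole plus chlorhexidine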
HIV Rev-RRE inh: HIV-1 Rev-RRE binding inhibitors, primary screen, biochemical, FRET, protein-RNA interaction | P05866 | inhibition, % at 8 µM | hit rate 0.79% among 97,000 | Rev peptide-RRE RNA binding;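 active = inhibition above the screen-wide mean plus 3 SD, cut at about 35% in these data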;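 note: 0% = median DMSO wells and 100% = median Neomycin B control wells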
Target sequence (P05866 whole entry, looked up): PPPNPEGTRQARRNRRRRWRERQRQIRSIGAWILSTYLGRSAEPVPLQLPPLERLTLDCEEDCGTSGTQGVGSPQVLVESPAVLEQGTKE
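Assay system: labelled RRE RNA duplex and labelled Rev peptide / Medium: HEPES pH 7.5 salt buffer with EDTA / Reagent: labelled Rev peptide / Schedule: 5 + 15 min at 25 °C / Signal: FRET, excitation 480 nm, emission 540 nm donor and 671 nm acceptor / Benchmarks: DMSO and neomycin B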
PLK1 inh: human PLK1 kinase inhibitors, primary screen, biochemical, TR-FRET. hit rate 0.53% among 97,000. inhibition, % at 10 µM. recombinant PLK1 kinase, TR-FRET peptide phosphorylation;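 active = inhibition of 50% or more in the single-concentration screen; inactive = inhibition below 50%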;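 note: 0% = DMSO max control and 100% = H-89 dihydrochloride min control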
PTPN22 act: LYP phosphatase activators, primary screen, biochemical, DiFMUP fluorescence, 2 µM | Tyrosine-protein phosphatase non-receptor type 22 (Homo sapiens), Q9Y2R2 | recombinant LYP; 0 = plate median, 100 = signal doubled | activation, % at 2 µM | hit rate 0.11% among 96,000;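 active = activation at 2 µM above a set limit, the mean plus 5 SD, cut at about 37% in these data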
CYP2C9 activ: human CYP2C9 activators, primary screen, biochemical, luminescence; hit rate 1.4% among 96,000; recombinant CYP2C9, luciferin-H conversion; active compounds read high; factor 1 = untreated enzyme, 0 = blocked; activation factor at 5 µM;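 active = activation factor of 2 or more for CYP2C9 at a 5 µM dose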;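 note: 0 = sulfaphenazole-blocked wells and 1 = vehicle-only wells; values of inactives mirror those of a sister screen read the other way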
PLK1 PBD inh: Plk1 polo box domain binding inhibitors, primary screen, biochemical, fluorescence polarization; hit rate 0.13% among 97,000; inhibition, %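 (tested at about 20 µM)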; AID 693, 2007; Plk1 PBD phosphopeptide binding; in the data active = inhibition above about 34%, passing the limit was not always enough
EphB4 antag: EphB4-ephrin-B2 interaction antagonists, primary screen, biochemical, TNYL-RAW peptide probe, fluorescence polarization; EphB4 LBD / TNYL-RAW-Alexa532 peptide; Ephrin type-B receptor 4 (Homo sapiens), P54760; inhibition, % at 7 µM; hit rate 0.15% among 97,000;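 active = inhibition above the screen-wide mean inhibition plus 3 SD, cut at about 15% in these data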;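 note: 0% = DMSO wells and 100% = excess unlabeled TNYL-RAW peptide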
Starred values were filed as active, the others as inactive; . = not tested or not shown.

1) Cc1cccc(CN(C)CCc2ccccn2)c1
2) CCCCN(CCCC)C(=O)c1ccccc1NC(=O)CN1C(=O)c2ccccc2C1=O
3) CCN1CCN(C(=O)C(C)N(c2ccc(C)cc2)S(C)(=O)=O)CC1 (stereo not drawn)
4) COc1ccc(-c2noc(CCCOc3ccccc3)n2)cc1OC
5) CCOC(=O)c1c(-c2cccc([N+](=O)[O-])c2)csc1NC(=O)C1CC1
6) CC(C)(C)NC(NC(=O)Cc1ccccc1)C(Cl)(Cl)Cl (stereo not drawn)
screen / no.,1,2,3,4,5,6
CYP2C9 inh,-5,93*,8,79*,76*,5
PTPN22 inh 2,-6,4,7,12,-8,-2
Calb biofilm kill,7,4,3,0,.,.
HIV Rev-RRE inh,5,3,8,12,9,-2
PLK1 inh,-12,1,-6,-20,5,-10
PTPN22 act,4,-4,-8,-8,12,6
CYP2C9 activ,1.1,0.1,0.9,0.2,0.2,0.9
PLK1 PBD inh,-19,4,-5,6,-3,-18
EphB4 antag,-5,-4,3,-1,-3,10

7) CCOc1ccc(Nc2ncnc(N)n2)cc1
8) CC1CCN(C(c2ccc(N(C)C)cc2)c2nnnn2Cc2ccccc2)CC1 (stereo not drawn)
9) CCCC(CCC(=O)Nc1ccc(C(=O)OCC)cc1)C(=O)O (stereo not drawn)
10) Cc1ccc(NC(=O)C2CCCN2C(=O)Oc2ccccc2)cc1 (stereo not drawn)
11) CC1CCN(CC(C)OC(=O)c2ccc3c(c2)OCCO3)CC1 (stereo not drawn)
12) CC1CCCC(NC(=O)CCCn2c(=O)[nH]c3cc(Cl)ccc3c2=O)C1C (stereo not drawn)
screen / no.,7,8,9,10,11,12
CYP2C9 inh,-6,6,.,21,6,44
PTPN22 inh 2,6,1,-3,-44,.,3
Calb biofilm kill,4,2,10,6,2,-4
HIV Rev-RRE inh,1,0,0,1,-2,14
PLK1 inh,-17,-7,0,-1,70*,-2
PTPN22 act,-8,-2,7,39*,.,-3
CYP2C9 activ,1.1,0.9,.,0.8,0.9,0.6
PLK1 PBD inh,-24,1,-13,15,-7,3
EphB4 antag,2,-1,7,-9,-3,5

13) COc1ccc(OC)c(NC(=O)Cc2coc3ccc(C)cc23)c1
14) CCCOc1ccc(C(=O)NCCO)cc1
15) COC(=O)c1scc(C)c1N/N=C(\C)c1ccc(F)cc1
16) COc1ccc2c(c1)nc(SCC(=O)c1ccc(Br)s1)n2C
17) CCOC(=O)c1oc2ccccc2c1NC(=O)COc1cccc(OC)c1
18) CC12CC(NC(=O)N1c1cccc(C(=O)Nc3ncn[nH]3)c1)c1ccccc1O2 (stereo not drawn)
screen / no.,13,14,15,16,17,18
CYP2C9 inh,44,-11,-11,51*,20,27
PTPN22 inh 2,3,-1,6,-14,-10,-6
Calb biofilm kill,0,4,7,.,9,6
HIV Rev-RRE inh,11,-2,11,8,8,-7
PLK1 inh,8,6,-11,-3,-7,3
PTPN22 act,0,4,-6,12,10,7
CYP2C9 activ,0.6,1.1,1.1,0.5,0.8,0.7
PLK1 PBD inh,-8,-23,11,22,-6,-44
EphB4 antag,2,-8,5,2,6,-4

19) Cc1ccc(-c2ccc(/C=N/N3C(=O)C4C5C=CC(C6CC56)C4C3=O)o2)c([N+](=O)[O-])c1 (stereo not drawn)
20) COc1ccc(C)c2sc(N3CCCC3)nc12
21) COC(=O)C1CCN(C(=O)c2ccccc2Oc2ccccc2)CC1
22) CCOc1ccc(-c2csc(NC(=O)C3CCCO3)n2)cc1 (stereo not drawn)
23) O=C(c1cccs1)N1CCN(S(=O)(=O)N2CCCCC2)CC1
24) CC(=O)Nc1cccc(/C(C)=N/NC(=O)c2ccccc2Cl)c1
screen / no.,19,20,21,22,23,24
CYP2C9 inh,11,-8,55*,0,6,0
PTPN22 inh 2,-6,2,-10,6,-9,-6
Calb biofilm kill,13,3,11,3,-2,.
HIV Rev-RRE inh,20,32,-1,9,6,0
PLK1 inh,-15,-11,-10,-10,-7,-4
PTPN22 act,8,-2,10,-6,5,11
CYP2C9 activ,0.9,1.1,0.4,1,0.9,1
PLK1 PBD inh,-12,3,-29,13,-5,-40
EphB4 antag,-2,-9,-5,-1,3,2

25) CCOC(=O)c1sc(C)c(C(=O)NCC(C)(C)CN(C)C)c1N
26) CCCCN(Cc1ccccc1)S(=O)(=O)c1ccc2[nH]c(=O)oc2c1
27) CCOC(=O)c1c(C)nc2sc3c(=O)n(-c4ccc(C(C)=O)cc4)nnc3c2c1-c1ccc(Cl)cc1
28) C=CCn1c(SCc2ccc([N+](=O)[O-])cc2)nnc1C(C)NC(=O)c1ccccc1 (stereo not drawn)
29) COc1ccccc1NC(=O)C1CC(=O)N(c2ccc(F)cc2)C1 (stereo not drawn)
30) Cc1ccc(C(=O)O/N=C/C2=C(Cl)c3ccccc3CC2)cc1
screen / no.,25,26,27,28,29,30
CYP2C9 inh,-3,16,6,-8,9,23
PTPN22 inh 2,14,5,9,-2,-5,2
Calb biofilm kill,-1,5,.,.,5,3
HIV Rev-RRE inh,4,16,7,5,2,12
PLK1 inh,-9,-11,-8,9,5,-4
PTPN22 act,-12,-4,-7,4,5,-1
CYP2C9 activ,1,0.8,0.9,1.1,0.9,0.8
PLK1 PBD inh,-7,36,-21,-10,14,15
EphB4 antag,0,4,2,4,5,2

31) C=CCN1CCN(c2ccncc2S(=O)(=O)N2CCOCC2)CC1
32) COc1ccc(/C=N/NC(=O)Nc2nonc2N)cc1
33) CC(C)(C)NC(=O)C(c1ccccn1)N(C(=O)c1ccc2c(c1)OCCO2)C1CCCC1 (stereo not drawn)
34) CCCc1cc(=O)[nH]c(SCC(N)=O)n1
35) COc1ccc(N2CC(C)Cn3c2nc2c3c(=O)n(CCN3CCOCC3)c(=O)n2C)cc1 (stereo not drawn)
36) COc1cccc(C(c2c(O)nc(SC)n(C)c2=O)c2c(O)nc(SC)n(C)c2=O)c1
screen / no.,31,32,33,34,35,36
CYP2C9 inh,0,.,27,-3,-2,11
PTPN22 inh 2,-3,5,17,-8,2,-11
Calb biofilm kill,.,-2,3,6,1,.
HIV Rev-RRE inh,4,8,-2,4,4,6
PLK1 inh,-8,-3,-12,-20,-7,-11
PTPN22 act,3,-4,-15,7,-4,11
CYP2C9 activ,1,.,0.7,1,1,0.9
PLK1 PBD inh,-11,-2,13,-12,-7,-22
EphB4 antag,1,4,-6,-1,2,8

37) CC(C)(C)c1ccc(-c2csc(NNC3=NCCCCC3)n2)cc1
38) Cc1ccc(N2CC(C(=O)NCCCn3ccnc3)CC2=O)cc1 (stereo not drawn)
39) CCCCS(=O)CC(CS(=O)CCCC)OC(=O)c1ccccc1 (stereo not drawn)
40) CCOc1ccc(C(=O)OCC(=O)Nc2cc(C)on2)cc1OCC
41) CCOC(=O)C1=C(CC)Nc2ccccc2N=C1NC(=O)Nc1ccc(Cl)c(Cl)c1
42) COc1ccc(C(=O)Nc2ccc(S(=O)(=O)Nc3onc(C)c3C)cc2)cc1
screen / no.,37,38,39,40,41,42
CYP2C9 inh,24,76*,-18,13,94*,10
PTPN22 inh 2,18,14,-1,-3,-3,5
Calb biofilm kill,.,-4,9,0,.,10
HIV Rev-RRE inh,4,6,1,9,5,-2
PLK1 inh,-18,-9,-1,-8,-9,-4
PTPN22 act,-16,-12,2,4,1,-9
CYP2C9 activ,0.8,0.2,1.2,0.9,0.1,0.9
PLK1 PBD inh,-31,-14,-9,-2,-12,-8
EphB4 antag,-6,0,6,5,-2,-1

43) CC(=O)c1c(C)nn(CC(O)COc2ccc3c(c2)CCC3)c1C (stereo not drawn)
44) O=C(CCS(=O)(=O)Cc1ccccc1)N1CCc2ccccc2C1
45) C=CCN1C(=O)/C(=C\c2cccs2)C(C(=O)OC)=C1C
46) COC(=O)C1=C(C)NC(=O)/C1=C\c1cccs1
47) C/C(=C\C#N)n1nc(C)cc1N
48) O=C(NCc1cccs1)c1cc(-c2ccccc2)on1
screen / no.,43,44,45,46,47,48
CYP2C9 inh,44,-24,39,57*,-2,-22
PTPN22 inh 2,-9,-1,2,6,-4,4
Calb biofilm kill,10,6,-1,4,-5,9
HIV Rev-RRE inh,4,6,9,3,3,2
PLK1 inh,-9,-6,-5,-10,-5,-16
PTPN22 act,6,0,-4,-4,1,-7
CYP2C9 activ,0.6,1.2,0.6,0.4,1,1.2
PLK1 PBD inh,-17,29,3,-10,-3,-15
EphB4 antag,-8,-4,2,-7,-6,1

Entries from the list above that have a Cl atom, in the order listed:
6) CC(C)(C)NC(NC(=O)Cc1ccccc1)C(Cl)(Cl)Cl (stereo not drawn)
12) CC1CCCC(NC(=O)CCCn2c(=O)[nH]c3cc(Cl)ccc3c2=O)C1C (stereo not drawn)
24) CC(=O)Nc1cccc(/C(C)=N/NC(=O)c2ccccc2Cl)c1
27) CCOC(=O)c1c(C)nc2sc3c(=O)n(-c4ccc(C(C)=O)cc4)nnc3c2c1-c1ccc(Cl)cc1
30) Cc1ccc(C(=O)O/N=C/C2=C(Cl)c3ccccc3CC2)cc1
41) CCOC(=O)C1=C(CC)Nc2ccccc2N=C1NC(=O)Nc1ccc(Cl)c(Cl)c1
screen / no.,6,12,24,27,30,41
CYP2C9 inh,5,44,0,6,23,94*
PTPN22 inh 2,-2,3,-6,9,2,-3
Calb biofilm kill,.,-4,.,.,3,.
HIV Rev-RRE inh,-2,14,0,7,12,5
PLK1 inh,-10,-2,-4,-8,-4,-9
PTPN22 act,6,-3,11,-7,-1,1
CYP2C9 activ,0.9,0.6,1,0.9,0.8,0.1
PLK1 PBD inh,-18,3,-40,-21,15,-12
EphB4 antag,10,5,2,2,2,-2

Going on with the list:
49) CCn1cc(C2=NCC(C)O2)c2ccccc21 (stereo not drawn)
50) COc1ccccc1CNC(=O)CCN1C(=O)COc2ccc(C)cc21
51) CCOC(=O)c1sc(=S)n(C)c1N
52) COC(=O)c1ccc2c(c1)nc(C)n2CCO
53) CCSc1nnc(NC(=O)CSc2nnc(Cc3cccn3C)n2CCc2ccccc2)s1
54) CCOC(=O)Nc1ccc(C)cc1C
screen / no.,49,50,51,52,53,54
CYP2C9 inh,5,10,10,-11,8,6
PTPN22 inh 2,-14,-3,11,-1,21,1
Calb biofilm kill,-1,5,0,7,.,2
HIV Rev-RRE inh,18,2,4,1,9,9
PLK1 inh,-5,-18,2,-7,-8,-4
PTPN22 act,13,1,-11,3,-19,0
CYP2C9 activ,0.9,0.9,0.9,1.1,0.9,0.9
PLK1 PBD inh,2,-6,-11,-18,-5,-1
EphB4 antag,5,-5,2,0,-1,1

55) CCC(=O)OCc1c(C(F)(F)F)nn(C)c1Sc1ccc(F)cc1
56) CCCCN(C)Cc1c(O)ccc2c(-c3ccccc3)cc(=O)oc12
57) COc1ccc(Nc2nc(OC)nc(N3CCN(c4ccc(OC)cc4)CC3)n2)cc1
58) COc1ccc2c(c1OC)C(=O)N1c3ccccc3COC21 (stereo not drawn)
59) COc1cc(C2C3=C(Nc4ncnn42)c2ccccc2CC3)cc(OC)c1OC (stereo not drawn)
60) CCC(=O)Nc1cccc(NC(=O)COc2ccc(OC)cc2)c1
screen / no.,55,56,57,58,59,60
CYP2C9 inh,41,9,2,21,66*,-51
PTPN22 inh 2,8,-10,-5,3,-7,-6
Calb biofilm kill,.,.,5,-2,5,-4
HIV Rev-RRE inh,20,4,-2,0,-1,2
PLK1 inh,-16,-8,-6,-14,3,-4
PTPN22 act,-5,8,8,-4,4,2
CYP2C9 activ,0.6,0.9,1,0.8,0.3,1.5
PLK1 PBD inh,-25,-33,17,-4,15,0
EphB4 antag,-4,-8,1,-2,-3,-7
